Screening data as filed in PubChem.
GRP78 ERSR act = ER stress response induction in glioma; AID 602332; Potency, µM, for inactives: at the top dose activation, usual class: activators; U87-MG GRP78 promoter luciferase reporter, 16 h; hit rate 0.02% among 420,000; note: potency is the fitted concentration of half-maximal effect; series mostly up to about 76 µM; % of control where 0% means no effect; nearly all actives have a fitted effect of over 35% in size
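Stably transfected U87-MG human glioma cells carrying a GRP78-based luminescent sensor were seeded at 1000 cells/well, pin-dosed with compounds and incubated 16 h. Luciferase reagent was then added, and end-point luminescence was read after 10 min at room temperature.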
Vif-A3G inh = Vif-A3G binding inhibition | HeLa A3G-eYFP + Vif (tagged APOBEC3G with the HIV-1 protein that degrades it), YFP fluorescence, overnight | Potency, µM (top dose mostly 46.1 µM), for the others: at the top dose activity, negative = active, hits mostly inhibitors | hit rate 0.076% among 410,000 | AID 602310;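 note: potency is the fitted concentration of half-maximal effect; % is set by controls: 0 for no effect and ±100 for the full control effect; nearly all actives have a fitted effect of over 60% in size; hits raise eYFP signal because A3G escapes Vif-driven loss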
Target sequence (Q9HC16 whole entry, looked up): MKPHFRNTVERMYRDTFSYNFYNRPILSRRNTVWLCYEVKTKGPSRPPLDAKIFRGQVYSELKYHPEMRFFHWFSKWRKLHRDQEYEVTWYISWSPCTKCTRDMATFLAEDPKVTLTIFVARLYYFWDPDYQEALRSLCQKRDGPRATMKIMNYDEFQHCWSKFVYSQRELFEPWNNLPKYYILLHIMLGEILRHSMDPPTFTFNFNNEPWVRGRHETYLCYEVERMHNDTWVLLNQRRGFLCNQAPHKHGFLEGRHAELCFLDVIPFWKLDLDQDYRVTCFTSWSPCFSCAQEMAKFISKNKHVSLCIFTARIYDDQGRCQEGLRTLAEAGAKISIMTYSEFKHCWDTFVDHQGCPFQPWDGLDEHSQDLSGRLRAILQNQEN
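Read-out is eYFP fluorescence (Ex 488/Em 500-530) from Vif-expressing HeLa A3G-eYFP cells; more signal means A3G escaped Vif-mediated degradation. Cells plated overnight, compound pinned in, incubated overnight at 37 deg C.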
D2 antagonist = D2 dopamine receptor (human) antagonism; P14416; HEK293 TREx D2 cells, calcium flux, dopamine EC80; inhibition, % at 10 µM; hit rate 2% among 340,000; in the data active = inhibition above about 30%; note: 0% is about no effect
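Antagonism is scored as inhibition of an EC80 dopamine-evoked calcium signal in a force-coupled, tetracycline-inducible HEK293 T-REx D2 line, with compound present 180 s before agonist.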
LDHA block = inhibitors of human lactate dehydrogenase A | P00338 | purified LDHA, NADH/diaphorase-resazurin fluorescence; stronger effect = lower value | activity change, % (values are at about 110 or 230 µM) | hit rate 0.15% among 480,000 | AID 1347041; in the data active = activity change below about -30%; inconclusive = mostly about -25% to -30%;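 note: plate controls were DMSO wells for no effect and wells without enzyme for full effect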
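Resorufin fluorescence (ex540/em590), read at 0 and 20 min after diaphorase/resazurin addition, reports the NADH left after a 5 min room-temperature reaction of 2 nM human LDH5 with 0.06 mM NADH and 0.2 mM pyruvate.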
D2 ag = activates the human D2 dopamine receptor; AID 485358; activation, % at 2 µM; hit rate 0.53% among 340,000; HEK293 T-REx D2 cells, calcium flux agonist mode;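 active = activation over 3 SD above normal in the single-dose calcium agonist read, cut at about 30% in these data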; note: 0% is about no effect
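Tetracycline-induced HEK293 Trex cells with D2 receptor force-coupled to calcium signaling, plated overnight at 30 C and loaded with no-wash calcium dye. Calcium flux read kinetically for 180 s after compound addition; responses flag agonists.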
12-LOX inh = blocks human arachidonate 12S-lipoxygenase | purified 12hLO, xylenol orange hydroperoxide absorbance | Potency, µM (series often up to 108 µM), for inactives: at the highest dose activity change, negative = inhibition, usual class: inhibitors | hit rate 1.1% among 580,000 | P18054; note: potency is the fitted concentration of half-maximal effect; % is set by controls: 0 for no effect and ±100 for the full control effect
Target sequence (P18054 whole entry, looked up): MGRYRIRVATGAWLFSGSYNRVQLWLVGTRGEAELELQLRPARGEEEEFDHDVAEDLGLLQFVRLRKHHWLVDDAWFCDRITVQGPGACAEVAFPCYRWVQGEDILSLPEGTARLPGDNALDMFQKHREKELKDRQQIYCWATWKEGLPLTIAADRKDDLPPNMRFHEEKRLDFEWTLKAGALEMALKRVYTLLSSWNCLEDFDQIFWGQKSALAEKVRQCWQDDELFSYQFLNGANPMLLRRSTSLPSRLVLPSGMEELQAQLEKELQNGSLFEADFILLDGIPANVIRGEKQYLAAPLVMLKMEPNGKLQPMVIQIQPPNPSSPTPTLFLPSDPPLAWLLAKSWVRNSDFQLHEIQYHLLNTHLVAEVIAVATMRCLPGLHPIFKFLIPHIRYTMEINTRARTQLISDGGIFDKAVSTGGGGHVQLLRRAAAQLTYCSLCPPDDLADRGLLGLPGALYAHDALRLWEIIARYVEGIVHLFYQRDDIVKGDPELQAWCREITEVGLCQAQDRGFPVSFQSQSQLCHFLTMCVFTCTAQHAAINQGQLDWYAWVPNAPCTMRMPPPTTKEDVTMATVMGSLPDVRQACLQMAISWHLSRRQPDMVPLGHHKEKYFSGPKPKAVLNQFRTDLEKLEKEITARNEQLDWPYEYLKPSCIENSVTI
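Hydroperoxide product was detected by ferrous iron/xylenol orange as the 573 to 405 nm absorbance ratio. Arachidonic acid at 40 uM (final) was turned over for 30 min at room temperature by 150 nM human 12hLO, pH 7.0 Hepes buffer, after 15 min compound preincubation.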
RGS4 inh = inhibitors of human regulator of G protein signaling 4; P49798; Transcreener GDP fluorescence polarization, RGS4-accelerated GTP hydrolysis; AID 504845; hit rate 0.039% among 390,000; Potency, µM (series often up to 114 µM), for inactives: top-dose activity change, negative = inhibition, usual class: inhibitors; note: potency is the fitted concentration of half-maximal effect; % is set by controls: 0 for no effect and ±100 for the full control effect; nearly all actives have a fitted effect of over 75% in size; some results filed as inactive show a strong effect at the top dose
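MLSMR compounds (23 nl, pin-transferred) preincubated 10 min at room temperature with a 500nM (2x) first reagent, then RGS4 at 900nM (2x) plus Transcreener GDP mix added; fluorescence polarization (620/688 nm) read before and after 90 min at 30 °C.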
ERG Ets-DNA blk = blocks human ERG Ets domain binding to DNA | fluorescence polarization, His-ERG Ets domain / labelled DNA | hit rate 0.028% among 370,000 | Potency, µM (series often up to 76.9 µM), without a hit: at the top dose FP activity, negative = inhibition, hits mostly inhibitors; active = well fitted inhibition curve with a large enough effect in the polarisation, with a control signal flat; inconclusive = small, poorly fitted or top-dose-only effect, or effect the other way, or a change in a side signal; inactive = no such curve, though single readings can be large or run the other way; the % refers to the polarisation;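 note: polarization taken with two DNA probes labelled with fluorescein and Texas red; potency is the fitted concentration of half-maximal effect; % of control where 0% means no effect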
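His-tagged ERG Ets domain (1 uM in the protein solution; 300mM KCl, 50mM Tris-HCl, 1mM EDTA, 1mM DTT, pH 7.5) received compound, then a probe mix of 5 nM fluorescein-DNA and 100nM Texas-615-DNA. Fluorescence polarization was read for both dyes.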
Vif-A3F inh = inhibitors of Vif-A3F interaction. HeLa A3F-eYFP + Vif (tagged APOBEC3F with the HIV-1 protein that degrades it), YFP fluorescence increase. Potency, µM (titrated, usually from 46.1 µM), for the others: at the highest dose activity, negative = active. hit rate 0.2% among 390,000. AID 602313; note: potency is the fitted concentration of half-maximal effect; % of control where 0% means no effect; nearly all actives have a fitted effect of over 65% in size
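HeLa cells stably expressing A3F-eYFP plus Vif, plated and incubated overnight at 37 deg C, then exposed to compounds overnight at 37 deg C. Blocked degradation read as raised yellow fluorescence (Ex 488/Em 500-530).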
* = called active by the depositor; ? = inconclusive; / = no result given; & = joins results of further samples; [ ] = dose if it differs, or a comment. Unless noted, calls come from the whole dose curve; as a rule, active = well fitted curve in the direction sought with a large enough effect; inconclusive = small, poorly fitted or top-dose-only effect, or another doubt; inactive = no such curve, though single readings can be large; an effect the other way counts as inactive or inconclusive. Some of the compounds tested; count on the stated rates, not on these rows.

compound,GRP78 ERSR act,Vif-A3G inh,D2 antagonist,LDHA block,D2 ag,12-LOX inh,RGS4 inh,ERG Ets-DNA blk,Vif-A3F inh
Cc1cc(C)n(-c2ccc(C(=O)N3CC(C)OC(C)C3)cc2)n1 (configuration not stated),-5%,-4%,34*,-13,0.3,-11%,7%,-6%,-4%
Cc1ccc(S(=O)(=O)c2nc(-c3ccc(F)cc3)oc2SCC(=O)NC2CCCCC2)cc1,-2%,3%,/,4,/,?,-34%,4%,3%
Cc1ccsc1/C=N/NC(=O)CNC(=O)c1c(F)cccc1Cl,5%,-3%,-1,-1,0.1,-5%,-11%,1%,-14%
COc1cc(C(=O)N2CCN(C(=O)C3CC3)CC2)cc(OC)c1OC,-2%,0%,9,-4,-0.4,46%[activator],-11%,5%,-6%
CC(C)(C)C(=O)NC1CC2CCCC(C1)N2C(=O)Nc1ccccc1F (configuration not stated),-3%,-3%,-6,-1,-1.6,15%,15%,5%,-7%
CCOc1cc2[nH]c(=O)n(CCCCC(=O)N3CCCCCC3)c(=O)c2cc1OCC,-2%,0%,16,-6,0.8,-6%,-18%[56.9 µM],-2%,4%
CC(C)(C)c1ccc(NNC(=O)C2CCC2)cc1,-3%,2%,-27,-2,-0.4,-16%,-11%,6%,-13%
CCCCNC(=O)CCc1c(C)nc2c(c(C)nn2-c2ccccc2)c1C,-5%&-4%,0%&-1%,/,-2&-12,0.3,0%&0%,12%&12%,2%&-1%,4%&2%
CCOCCCN(Cc1ccco1)S(=O)(=O)c1cc2c(cc1C)NC(=O)CO2,0%,3%,/,-11,/,-23%,-7%,4%,2%
O=C(NCC1CCCO1)C1CCN(CC2CCCCC2)CC1 (configuration not stated),-6%,-5%,-6,-18,1.5,-28%,28%,8%,-22%
COc1ccccc1CNC(=O)C1CCN(C(=O)NC2CCCCC2)CC1,-5%,-2%,8,-5,-0.2,176%[activator],-23%,-15%,4%
CCn1ncc(C2=NOC(C(=O)NCCc3ccccc3)C2)c1C (configuration not stated),-3%,-2%,-2,0,0.9,2%,4%,5%,-1%
Cn1c(=O)c2c(ncn2CCCC(=N)N2CCOCC2)n(C)c1=O,-3%,-5%,-30,0,1.0,41%[activator],4%,-1%,4%
CC1CN(C(=O)CCC(=O)NCc2ccccc2)c2cc(Cl)ccc2O1 (configuration not stated),0%&-2%,-3%&-1%,10,-1&6,0.9&-1.6,?,0%&-38%,20%&-1%,0%&0%
FC(F)(F)c1cccc(NC(=S)N2CCN(c3ccccn3)CC2)c1,-2%,2%,2,-3,24,1%,-10%,9%,-5%
NC(=O)CSc1nnc(Cn2cnc3ccccc32)o1,-2%,1%,2,-12,-0.5,2%,23%,-2%,-1%
Cc1nc(NCc2ccccn2)c2ccccc2n1,2%,1%,8,-10,0.1,?,3%,5%,-3%
C/C(=N\Nc1ccccc1[N+](=O)[O-])c1ccc(N2CCOCC2)cc1,4%,0%,-21,-6,-0.6,-27%,-30%,-8%,-1%
Cc1ccc(CNC(=O)c2nc(SCc3ccc(C)cc3)ncc2Cl)cc1,1%,6%,/,-6,2.3,-10%,19%,-7%,-3%
O=C(NCCc1ccccc1)C(=O)Nc1ccc([N+](=O)[O-])cc1,-4%,-2%,7,-4,1.2,0%,-3%,-3%,2%
CCOc1ccc(S(=O)(=O)NCCC(=O)OCC(=O)N2CC(=O)Nc3ccccc32)cc1,-1%,-1%,-6,-3,2.0,-8%,-5%[56.9 µM],9%,-7%
O=C(O)CCSc1nnc(SCC(=O)NCC(F)(F)F)s1,-3%,1%,26,-11,0.8,-14%,-3%,2%,-1%
COc1ccc(Cl)cc1S(=O)(=O)Nc1ccc(Cl)cn1,-5%,1%,2,-8,0.0,-14%,19%,1%,0%
COc1ccc(N2CCN(C(=O)c3cccc(S(=O)(=O)N4CCOCC4)c3)CC2)cc1,-5%,-8%,-23,0,1.9,2%,-5%,4%,-2%
O=C1CC(c2ccccc2)(c2ccccc2)c2ccccc21,-2%,1%,/,-4,/,2%,29%,-13%,-2%
O=c1cc(-c2ccccc2)nc2c(-c3ccccc3)c(C(F)(F)F)[nH]n12,-4%,-5%,-13,-1,-0.3,?,-17%,5%,-9%
O=C(NCCc1ccccc1)c1ccc2c(c1)N(Cc1ccccc1)CCS2,-2%,-6%,2,-8,1.1,/,-11%,-3%,7%
COc1ccc(N(C(=O)Cc2cccs2)C(C(=O)NC2CCCC2)c2ccncc2)cc1OC (configuration not stated),-2%,-1%,5,5,2.7,18%,-10%,9%,1%
O=C(CSc1nnc(-c2ccccc2Cl)o1)N1CCCc2ccccc21,-3%,4%,/,-6,/,-20%,-6%,1%,3%
O=C(Nc1ccccc1)Nc1nnc(-c2ccccc2)s1,1%,0%,-3,-7,0.9,0%,18%,-14%,1%
Cc1ccc(-c2cc(C(=O)N3CCN(S(=O)(=O)c4ccc(Br)cc4)CC3)[nH]n2)cc1C,-2%,-5%,/,-16,0.7,-15%,19%,-1%,-8%
COc1ccccc1/C=N/NC(=O)c1cccc(NC(=O)c2ccccc2Cl)c1,0%,-1%,-17,-7,-0.4,27%,3%,9%,15%
COc1ccc2oc(=O)c(C(=O)NCc3ccccn3)cc2c1,3%,1%,18,1,0.0,0%,-8%,1%,1%
COc1ccc(C(=O)Nc2ccc(-c3nc4cc(C)ccc4o3)c(O)c2)cc1,-4%,3%,/,-19,-1.4,3%,4%,2%,-10%
COc1ccc(NC(=O)Cn2cc(C(=O)C3CCCCC3)c3ccccc32)cc1,-4%,-3%,/,-3,3.4,-6%,7%,-11%,2%
O=C(c1ccc(N2C(=O)c3ccccc3C2=O)cc1)N1CCCCC1,-3%,-1%,7,-2,-0.2,20%,1%,9%,1%
CCN(CC)S(=O)(=O)c1ccc(C(=O)Nc2c3c(nn2C(C)(C)C)CS(=O)(=O)C3)cc1,-2%,-3%,-7,-8,-0.1,-14%,-8%,-5%,1%
Clc1ccc(Cn2nnc(-c3ccc(CN4CCOCC4)cc3)n2)cc1,-6%,1%,-10,-3,0.5,8%,12%,8%,-3%
COC(=O)C1SCC2C(=O)N(Cc3ccc(F)cc3)CC(=O)N21 (configuration not stated),0%,2%,-14,2,-0.3,-13%,-21%,13%,-3%
N#Cc1ccccc1COC(=O)c1ccc2c(c1)OCCO2,9%,1%,31*,-5,0.5,?,14%,12%,6%
Cc1cccc(NC(=O)c2ccc([N+](=O)[O-])o2)c1,?,-13%,-9,12,1.1,0%,-12%,-7%,4%
O=C1C2CCc3ccccc3C2N1c1ccccc1 (configuration not stated),-2%,0%,-4,-4,-0.8,6%,-11%,-1%,0%
COC(=O)C1(c2ccccc2)NC(c2cccs2)C2C(=O)N(C)C(=O)C21 (configuration not stated),-5%,0%,-10,-5,0.5,53%[activator],17%,-1%,/
CCCc1cc(=O)[nH]c(SCC(=O)NCCN2C(=O)CSC2=O)n1,-2%,-5%,/,-7,/,216%[activator],4%,-17%,-7%
COc1ccc(Nc2oc(/C=C/c3ccc(F)cc3)nc2C#N)cc1,/,/,/,?,-0.2,16%&-10%,10%,3%,/
COc1cc(C)c(S(=O)(=O)Nc2ccccc2F)cc1C,-10%,-8%,3,-2,-0.1,79%[activator],-14%[11.4 µM],2%,-6%
CCOC(=O)C1CCCN(C(=O)Cn2ncc3c(C)n(Cc4ccc(F)cc4)c(C)c3c2=O)C1 (configuration not stated),-1%,3%,/,-2,-1.3,4%,-31%,-1%,7%
COc1ccc(NC(=O)C2=NN(C3CCS(=O)(=O)C3)C(=O)CC2)cc1S(N)(=O)=O (configuration not stated),-3%,1%,/,-5,/,?,-4%,6%,10%
COCCNC(=O)CSc1nc2sc(C)c(C)c2c(=O)n1-c1ccccc1,-3%,-1%,1,-4,-0.5,30%[activator],-13%,11%,12%
Cc1[nH]c(=O)c(C#N)c(C)c1CSc1ncccn1,-1%,2%,/,-9,/,242%[activator],-4%,1%,15%
C[C@H](CO)N1C[C@H](C)[C@H](CN(C)Cc2ccncc2)Oc2cc(-c3ccccc3F)ccc2S1(=O)=O,-2%,-6%,/,-1,/,?,/,/,3%
CC(C)[C@H](NS(=O)(=O)c1ccccc1)C(=O)Nc1ccccc1N1CCOCC1,-5%,1%,/,-5,/,6%,-49%,2%[15.4 µM],2%
CCNC(=O)C1CCCN(C(=O)C(c2ccccc2)c2ccccc2)CC1 (configuration not stated),-1%,0%,/,-2,/,-24%,/,/,/
COc1ccc2[nH]c(C(=O)O)c(CCNC(=O)/C=C/c3ccc(O)c(OC)c3)c2c1,-6%,1%,-15,-6,-0.1,-11%,18%,-7%,-3%
CC(C)(C)OC(=O)C[C@H]1C/C=C\C[C@H](CC(=O)N(CCO)Cc2ccccc2)C(=O)NC[C@H](c2ccccc2)OC1=O,-5%,-1%,/,0,/,7%,-2%,-11%,7%
CCOC(=O)CNc1ncc(C(F)(F)F)cc1Cl,2%,0%,0,-4,0.7,-3%,-12%,-1%,?
Cc1nnc(SCCN2C(=O)c3ccccc3C2=O)[nH]c1=O,-4%,-5%,4,1,0.3,104%[activator],11%,-9%,-3%
